Screening data as filed in PubChem BioAssay.
SNCA expr inh = reduces expression of the alpha-synuclein gene; HEK-293 SNCA-luciferase knock-in, luminescence, 24 h; Potency, µM (series often up to 57.2 µM), for inactives: at the top dose activity change, negative = inhibition, most hits filed as inhibitors; 140,000 compounds, 0.17% hits;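 further: potency means the concentration at half of the fitted maximal effect; plate controls were DMSO cells for no effect and cell-free wells for full effect; nearly all actives have a fitted effect of over 45% in size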
3T3 cytotox = cytotoxic compounds in NIH 3T3 cells; Potency, µM (titrated, usually from 96.7 µM), inactives show at the highest dose activity change, negative = cytotoxicity, hits mostly inhibitors; 94,000 compounds, 4.3% hits; NIH 3T3 viability, CellTiter-Glo ATP luminescence, 48-72 h; AID 1345082; further: potency means the concentration at half of the fitted maximal effect; nearly all actives have a fitted effect of over 55% in size
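Cytotoxicity is measured as loss of cellular ATP: NIH 3T3 cells (400/well) are exposed to compound for 48 or 72 hr at 37 °C, then CellTiter-Glo luminescence is imaged after 10 min at room temperature.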
IP6K1 inh = inhibitors of human IP6K1. 140,000 compounds, 0.81% hits. IP6K1 kinase, ADP-Glo luminescence, 2 h; hits give low values. Q92551. activity change, % (series mostly up to about 58 µM); in the data active means activity change below about -25%
Target sequence (Q92551 whole entry, looked up): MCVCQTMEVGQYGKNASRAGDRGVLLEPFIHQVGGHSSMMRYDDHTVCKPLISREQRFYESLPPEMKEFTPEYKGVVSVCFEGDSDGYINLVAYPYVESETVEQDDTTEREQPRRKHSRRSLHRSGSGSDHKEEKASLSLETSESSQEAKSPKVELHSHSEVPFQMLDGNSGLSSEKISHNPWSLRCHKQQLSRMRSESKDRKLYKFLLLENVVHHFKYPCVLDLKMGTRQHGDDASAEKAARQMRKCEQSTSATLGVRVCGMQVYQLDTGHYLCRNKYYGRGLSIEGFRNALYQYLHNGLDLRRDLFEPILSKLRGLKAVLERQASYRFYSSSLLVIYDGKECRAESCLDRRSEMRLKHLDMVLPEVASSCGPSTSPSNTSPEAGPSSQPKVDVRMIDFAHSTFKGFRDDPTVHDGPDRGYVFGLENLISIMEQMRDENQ
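ADP-Glo luminescence measures ADP made by human IP6K1 during a 2 h RT reaction with ATP/IP6 (mix at 1.3 mM/130 uM); top library doses 57.5 and 19.1 uM final.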
HEK293 tox = kills HEK 293 cells. HEK 293 viability, ATP luminescence (CellTiter-Glo), 48-72 h. Potency, µM (highest dose often 115 µM), without a hit: top-dose activity change, negative = cytotoxicity, most hits filed as inhibitors. 94,000 compounds, 6.6% hits; further: potency means the concentration at half of the fitted maximal effect; nearly all actives have a fitted effect of over 60% in size
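Pintool-delivered compounds were incubated with HEK 293 cells (250 cells/well) at 37 degree Celsius for 48 or 72 hr. ATP-dependent luminescence (CellTiter-Glo) then reported remaining viable cells.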
Luciferase inh = blocks purified firefly luciferase enzyme activity; P08659; purified P. pyralis luciferase, luminescence, biochemical; Potency, µM (titrated, usually from 115 µM), without a hit: at the top dose activity change, negative = inhibition, actives largely listed as inhibitors; 76,000 compounds, 2.5% hits; AID 1347043; further: potency means the concentration at half of the fitted maximal effect; nearly all actives have a fitted effect of over 65% in size
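Purified 10nM P. pyralis luciferase with 10uM D-luciferin and 10uM ATP in 50mM Tris acetate pH 7.5, 10mM Mg acetate, 0.01% Tween-20, 0.05% BSA. qHTS titration; luminescence read by CCD imager.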
GPT2 inhibitor = blocks human glutamate pyruvate transaminase 2 | Q8TD30 | Recombinant GPT2, coupled pyruvate oxidase/HRP Amplex Red fluorescence | Potency, µM (series often up to 57.7 µM), inactives show top-dose activity change, negative = inhibition, most hits filed as inhibitors | 100,000 compounds, 0.25% hits | AID 1671188; further: potency means the concentration at half of the fitted maximal effect; nearly all actives have a fitted effect of over 60% in size; many of its hits are not listed in these tables
Target sequence (Q8TD30 whole entry, looked up): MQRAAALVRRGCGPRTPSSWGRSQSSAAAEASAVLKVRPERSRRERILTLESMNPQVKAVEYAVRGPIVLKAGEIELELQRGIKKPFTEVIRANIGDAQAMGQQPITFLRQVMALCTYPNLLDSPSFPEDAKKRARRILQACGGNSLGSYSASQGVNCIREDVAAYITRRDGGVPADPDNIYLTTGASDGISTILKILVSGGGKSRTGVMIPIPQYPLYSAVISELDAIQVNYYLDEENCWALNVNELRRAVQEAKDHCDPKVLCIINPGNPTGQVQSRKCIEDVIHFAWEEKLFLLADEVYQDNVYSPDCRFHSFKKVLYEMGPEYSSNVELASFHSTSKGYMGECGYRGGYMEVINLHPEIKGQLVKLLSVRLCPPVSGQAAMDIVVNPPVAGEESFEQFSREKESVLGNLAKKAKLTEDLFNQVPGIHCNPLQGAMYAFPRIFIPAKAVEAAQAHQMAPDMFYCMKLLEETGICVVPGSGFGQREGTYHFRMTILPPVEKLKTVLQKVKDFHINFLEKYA
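Inhibition is scored from Amplex Red fluorescence generated when pyruvate oxidase and HRP act on pyruvate released by GPT2. Reactions contain 10ng/uL enzyme, 250uM a-KG and 2mM L-alanine and run 30 min at room temperature.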
SNCA viab count = counter-screen for SNCA expression inhibitors: cell viability. Potency, µM (doses to about 57.1 µM), for the others: top-dose activity change, negative = cytotoxicity, hits mostly cytotoxic. AID 1671193. 150,000 compounds, 0.12% hits. HEK-293-SNCA-luc viability, GF-AFC fluorescence, 24 h;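 further: potency means the concentration at half of the fitted maximal effect; 0% = DMSO-treated cells and -100% = medium-only wells without cells; nearly all actives have a fitted effect of over 30% in size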
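Cytotoxicity counterscreen: after 24 h compound treatment of genome-edited SNCA-luciferase HEK-293 cells, live-cell protease substrate GF-AFC read by fluorescence after 30 min; activity scaled between DMSO (0%) and medium-only (-100%), curves Hill-fitted.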
Numbers without * were called inactive; i = inactive; ? = inconclusive; . = not tested or not shown; [ ] = dose if it differs, or a comment. Unless noted, the call rests on the fitted dose curve; in most records, active means well fitted curve in the direction sought with a large enough effect; inconclusive means small, poorly fitted or top-dose-only effect, or another doubt; inactive means no such curve, though single readings can be large; an effect the other way counts as inactive or inconclusive. Unless noted, on the % scale 0 is the no-effect control and ±100 the full control effect. A portion of the library; the hit share may differ from the screen's.

SMILES | SNCA expr inh | 3T3 cytotox | IP6K1 inh | HEK293 tox | Luciferase inh | GPT2 inhibitor | SNCA viab count
COc1ccc(C)cc1NC(=O)c1ccc2c(c1)nnn2C1CCCC1 | ? | . | -2.8 | . | . | . | 0.8%
COc1cccc(-c2cc(C(=O)N3CCN(c4ncccn4)CC3)c3cnn(C)c3n2)c1 | . | ? | -0.1 | ? | . | . | .
CO[C@H]1C(=O)N(C(C)C)[C@H]1C1CCN(C(=O)c2ccc(Cn3nc(C)cc3C)o2)CC1 | 55.2%[activator] | -5.5% | 20.3 | -15.3% | ? | 1.7% | 1.8%
Cn1nc(C2CCCC2)cc1NC(=O)c1ccc(Cl)cc1 | 12.9%[87.6 µM] | ? | 5.6 | ? | . | i | -1.2%[87.6 µM]
CO[C@H]1C(=O)N(C2CCN(Cc3scnc3C)CC2)[C@H]1c1ccncc1 | -12.7% | -10.4% | 6.7 | -17.0% | 5.8% | i | -0.2%
O=C(C[C@@H]1O[C@H](CNC(=O)C2CC2)[C@@H](O)[C@H]1O)NCCN1CCOCC1 | ? | 2.3%[174 µM] | 0.0 | i | 7.2%[172 µM] | -2.1%[88.5 µM] | 7.3%[87.6 µM]
CN1CCOc2c(C(=O)NCCc3cnc[nH]3)cc(-c3ccccc3)cc21 | ? | 79.4µM* | -16.6 | ? | -11.4%[172 µM] | -2.0%[88.5 µM] | -13.3%[87.6 µM]
COc1ccc(-c2cc(N3CCCC(NC(=O)c4ccc(C)cc4)C3)n[nH]2)cc1 (stereo unspecified) | 79.5%[activator] | ? | 0.0 | ? | ? | i | ?
O=C(c1ccccc1)N1CCC2(CN[S+](=O)([O-])c3ccccc3N2)C1 (stereo unspecified) | 20.0% | -13.4% | -9.6 | -9.9% | -8.0% | 4.5% | 5.2%
CCOc1cc(C2Nc3ccccc3-c3nnc(SCc4ccccc4)nc3O2)ccc1OC (stereo unspecified) | 66.6%[activator] | . | -11.6 | . | . | . | -10.9%
COc1ccc(OC)c(CNS(=O)(=O)c2ccc3c(c2)oc(=O)n3C)c1 | ? | . | -8.7 | . | . | . | 0.8%
O=C(NCc1ccccn1)C1CCN(c2cc(C3CC(O)C3)ncn2)CC1 (stereo unspecified) | -22.6% | -27.9% | 1.7 | -19.5% | 0.4% | i | 10.6%
CCc1ccccc1S(=O)(=O)N1CCN(C2CCN(Cc3ccccn3)C2=O)CC1 (stereo unspecified) | 1.9% | -26.4% | 35.2 | -24.8% | -7.2% | -0.3% | 9.3%
O=C(O)C1CCc2nnc(C3CCN(S(=O)(=O)CCC(F)(F)F)CC3)n21 (stereo unspecified) | -16.3% | 3.7% | 7.0 | i | . | i | -1.5%
Cc1nn(-c2ccccc2)c(OC(=O)C(C)(C)C)c1Sc1ccccc1 | -7.1% | . | 22.7 | . | . | . | -6.6%
Cc1ccc2c(c1)c1c(c(=O)n(Cc3ccccc3)c(=O)n1CC(=O)NCc1ccccc1Cl)n2C | 11.4% | . | -10.7 | . | . | . | 16.4%
COc1ccccc1N1CCN([C@@H]2[C@H](O)[C@H](CO)O[C@@H]2CNC(C)C)CC1 | 7.1% | 2.9% | 3.2 | i | -4.5% | -26.2% | -7.3%
Cc1cccc(N2CCN(C(=O)CN3C(=O)COc4ccc(S(=O)(=O)N5CCC(C)CC5)cc43)CC2)c1C | 6.3% | . | -3.3 | . | . | . | -13.0%
COCCn1nc2n(c1=O)CCN(Cc1cccc(OC)n1)CC2 | -4.7% | -8.1% | -7.3 | -6.4% | -14.4% | 1.5% | 20.0%
CCOc1ccccc1N(CC)C(=O)c1cc2c(=O)n(CC)c3ccccc3c2s1 | ? | . | 13.6 | . | . | . | -2.0%

Reprinted at random: two records from the list, in no set order.
SMILES | SNCA expr inh | 3T3 cytotox | IP6K1 inh | HEK293 tox | Luciferase inh | GPT2 inhibitor | SNCA viab count
O=C(O)C1CCc2nnc(C3CCN(S(=O)(=O)CCC(F)(F)F)CC3)n21 (stereo unspecified) | -16.3% | 3.7% | 7.0 | i | . | i | -1.5%
O=C(NCc1ccccn1)C1CCN(c2cc(C3CC(O)C3)ncn2)CC1 (stereo unspecified) | -22.6% | -27.9% | 1.7 | -19.5% | 0.4% | i | 10.6%

Next entries follow:
SMILES | SNCA expr inh | 3T3 cytotox | IP6K1 inh | HEK293 tox | Luciferase inh | GPT2 inhibitor | SNCA viab count
COc1cccc(N2CC(C(=O)NCC(F)F)NC2=O)c1 (stereo unspecified) | ? | 2.9%[138 µM] | -4.8 | 4.1%[172 µM] | -3.9%[172 µM] | i | 7.7%[87.6 µM]
COc1ccc(NC(=O)C2=CC(c3ccco3)=NS(=O)(=O)N2C)cc1 | 26.7% | . | -30.3* | . | . | . | 0.7%
COc1ccc(F)cc1-c1cccc(C(=O)NCC(=O)NCCCc2ccccc2)c1 | . | ? | 5.5 | ? | . | . | .
Cc1noc(C)c1C(=O)N1CCC2(CC1)CN(C(=O)N(C)C)Cc1ccccc1O2 | 8.4% | ? | 15.7 | -5.9% | . | i | 0.7%
Cc1nn(-c2ccccc2)c2c1C(C1CC1)N(C1CCN(C(=O)c3ccc(Cl)cc3)CC1)C2=O (stereo unspecified) | . | -15.7% | -1.1 | -4.2% | . | . | .
CCc1cccc(NC(=O)CSc2nccn2C)c1 | 155.4%[activator] | . | -2.9 | . | . | . | 4.9%
O=C1CO[C@H]2CCN(Cc3ccc4c(c3)CCO4)CC[C@@H]2N1c1ccccc1 | -8.0%[87.6 µM] | ? | 0.3 | ? | 10.5%[172 µM] | i | -16.4%[87.6 µM]
COc1ccc(F)cc1-c1ccc(CN2CCC(NC(=O)c3ccc(Cl)cc3)C2)cc1 (stereo unspecified) | . | 14.1µM* | 1.8 | ? | . | . | .
CN(Cc1nc2c(n1Cc1ccccc1)C(=O)N(CC1CCOCC1)CCN2)c1ccccc1 | 12.0% | -14.2% | -20.0 | ? | -3.1% | -3.3% | 4.9%
Cc1ccc(SCc2nc(-c3ccc(C(=O)NCc4ccc(Cl)cc4)cc3)oc2C)cc1 | -6.2% | . | 10.7 | . | . | . | 8.6%
COc1ccccc1CC(=O)N1CCC(Cc2nc(-c3ccc(F)cc3)no2)CC1 | ? | ? | 5.1 | ? | 6.2% | 1.4% | -10.7%
c1cncc(CN2CC(N3CCc4ccccc43)C2)c1 | -13.8%[87.6 µM] | -2.1%[138 µM] | -4.4 | -12.3%[172 µM] | . | -20.7%[88.5 µM] | 5.0%[87.6 µM]
CCOc1ccc(-c2cc(CCCC(=O)NCCc3ccc(OC)c(OC)c3)no2)cc1 | ? | . | 7.8 | . | . | . | 13.9%
CCOc1ccc(NS(=O)(=O)c2c(C)nc3sc(CC)nn3c2=O)cc1 | -2.7% | . | -7.1 | . | . | . | -4.0%
O=C1CN(CC(=O)N2CCC3(CC2)OCCCC3O)C(=O)N1 (stereo unspecified) | 18.2% | 0.7% | -3.1 | -1.8% | 11.7% | i | 6.3%
O=C(C1CC1)N1CCC(c2nn(-c3ccc(Cl)cc3)c(=O)[nH]2)CC1 | -15.6%[87.6 µM] | -18.8%[138 µM] | 6.0 | -4.6%[172 µM] | 2.3%[172 µM] | i | 8.2%[87.6 µM]
CCOC(=O)c1c(-c2ccc(C)cc2C)csc1NC(=O)c1ccccc1Cl | -16.8% | . | -8.2 | . | . | . | -7.7%
O=[S+]([O-])(Nc1cc(C2CC2)nn1-c1ccccc1)c1ccccc1 | -3.4% | ? | -3.3 | -12.8% | . | i | 9.3%
CN(CC1CCOCC1)S(=O)(=O)Cc1ccccc1 | -28.1% | -5.8% | 19.5 | -7.3% | -10.6% | i | -3.6%
COc1ccccc1N(C)C(=O)Cn1c(=O)oc2cc(S(=O)(=O)N3CCCC3)ccc21 | -8.7% | . | 5.4 | . | . | . | -4.1%
CCN(CC)S(=O)(=O)c1ccc(C(=O)N2CC(=O)Nc3ccc(F)cc3C2c2ccccc2)cc1 (stereo unspecified) | -20.1% | . | 9.7 | . | . | . | -4.2%
NCCCC[C@H](N[C@@H](CCc1ccccc1)C(=O)O)C(=O)N1CCC[C@H]1C(=O)O | -34.7%[25.6 µM] | . | -0.2 | . | . | -0.3% | -25.8%[23.9 µM]
O=C(N1CC(Oc2cccc(-c3nc(-c4ccccc4)no3)c2)C1)C1(c2ccccc2)CC1 | 8.4% | -6.3% | 0.7 | -6.1% | -21.9% | i | 4.2%
O=C(CCSCc1ccccc1)N1C[C@@H](CN2CCOCC2)[C@@H](CO)C1 | -15.2% | ? | 26.8 | ? | 0.0% | i | -4.8%
O=C(c1ccno1)N1C[C@@H]2OCC(=O)N(Cc3ccccn3)[C@@H]2C1 | -5.4%[87.6 µM] | -5.7%[138 µM] | -5.2 | i | 12.1%[172 µM] | i | 2.4%[87.6 µM]
CCOCC(=O)N1CCC2(CC1)CC(CO)N(C(=O)c1ccccc1)C2 (stereo unspecified) | 10.5% | 3.6% | -2.7 | i | . | 2.1% | 0.0%
O=c1cc(-c2ccccn2)oc2c(NCc3ccc(F)cc3)nccc12 | -13.5%[87.6 µM] | -19.1%[138 µM] | -14.9 | ? | -15.1%[172 µM] | 4.3%[88.5 µM] | -4.6%[87.6 µM]
CCOC(=O)C1CCN(C(=O)C2CCc3nnc(C4CCN([S+](C)(=O)[O-])CC4)n32)CC1 (stereo unspecified) | 23.9% | -6.2% | -3.9 | i | . | i | 1.5%

Entries from the list above containing fluorine (7):
SMILES | SNCA expr inh | 3T3 cytotox | IP6K1 inh | HEK293 tox | Luciferase inh | GPT2 inhibitor | SNCA viab count
O=C(O)C1CCc2nnc(C3CCN(S(=O)(=O)CCC(F)(F)F)CC3)n21 (stereo unspecified) | -16.3% | 3.7% | 7.0 | i | . | i | -1.5%
COc1cccc(N2CC(C(=O)NCC(F)F)NC2=O)c1 (stereo unspecified) | ? | 2.9%[138 µM] | -4.8 | 4.1%[172 µM] | -3.9%[172 µM] | i | 7.7%[87.6 µM]
COc1ccc(F)cc1-c1cccc(C(=O)NCC(=O)NCCCc2ccccc2)c1 | . | ? | 5.5 | ? | . | . | .
COc1ccc(F)cc1-c1ccc(CN2CCC(NC(=O)c3ccc(Cl)cc3)C2)cc1 (stereo unspecified) | . | 14.1µM* | 1.8 | ? | . | . | .
COc1ccccc1CC(=O)N1CCC(Cc2nc(-c3ccc(F)cc3)no2)CC1 | ? | ? | 5.1 | ? | 6.2% | 1.4% | -10.7%
CCN(CC)S(=O)(=O)c1ccc(C(=O)N2CC(=O)Nc3ccc(F)cc3C2c2ccccc2)cc1 (stereo unspecified) | -20.1% | . | 9.7 | . | . | . | -4.2%
O=c1cc(-c2ccccn2)oc2c(NCc3ccc(F)cc3)nccc12 | -13.5%[87.6 µM] | -19.1%[138 µM] | -14.9 | ? | -15.1%[172 µM] | 4.3%[88.5 µM] | -4.6%[87.6 µM]
